Bioassay records from PubChem BioAssay.
GAA glycogen mod = qHTS Assay for Inhibitors and Activators of Human alpha-Glucosidase Cleavage of Glycogen | Potency, µM (doses to about 76.4 µM), without a hit: at the highest dose activity change, negative = inhibition, actives largely listed as inhibitors | hit rate 0.38% among 300,000 | Lysosomal alpha-glucosidase (Homo sapiens), P10253 | recombinant GAA, glycogen substrate, Amplex Red glucose oxidase fluorescence; active = well fitted inhibition curve with a large enough effect; inconclusive = small, poorly fitted or top-dose-only effect, or another doubt; inactive = no such curve, though single readings can be large or run the other way;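 also: 0% = full enzyme reaction and -100% = no-enzyme basal signal; the screen sought inhibitors and activators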
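Recombinant human enzyme (4 nM); glycogen substrate; 37 C, 40 min, pH 5.0. Readout: coupled glucose oxidase/Amplex Red fluorescence.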
Active calls of the source: *; u = inconclusive; & = joins results of further samples; [ ] = another dose, or the depositor's remark. Potency is read from the fitted curve at half-maximal effect.

entry	structure	GAA glycogen mod
1	Cc1cccc(C(=O)Nc2ccc(C(=O)Nc3ccc(O)cc3)cc2)c1	-2%[76.3 µM]
2	O=C(Nc1ccccc1F)C(c1ccccc1)N1Cc2ccccc2C1=O (stereo not drawn)	-8%[76.3 µM]
3	CC(C)OCC(O)CN1CCN(CCN2C(=O)c3cccc4cccc(c34)C2=O)CC1 (stereo not drawn)	-5%[76.3 µM]
4	OC(c1ccccc1)c1nc2ccccc2[nH]1 (stereo not drawn)	11%[76.3 µM]
5	O=C(Cn1cnc2ccccc21)Nc1ccccc1-c1ccccc1	0%[76.3 µM]
6	Cc1cc(C)c(S(=O)(=O)Nc2ccc(Cl)cn2)c(C)c1	-8%[76.3 µM]
7	Cc1cc(N2C(=O)C(O)=C(C(=O)c3ccco3)C2c2ccccc2F)no1 (stereo not drawn)	-3%[76.3 µM]
8	Cc1cccc(C)c1OCCCCN1CCCCC1	2%[76.3 µM]
9	CC(=O)c1cccc(Nc2nc3ccccc3n3cnnc23)c1	-2%
10	Cc1ccc(CN2C(=O)CSc3ccc(C(=O)NC4CC4)cc32)cc1	0%

3 compounds already listed, sorted by heavy-atom count, ascending.
entry	structure	GAA glycogen mod
9	CC(=O)c1cccc(Nc2nc3ccccc3n3cnnc23)c1	-2%
1	Cc1cccc(C(=O)Nc2ccc(C(=O)Nc3ccc(O)cc3)cc2)c1	-2%[76.3 µM]
3	CC(C)OCC(O)CN1CCN(CCN2C(=O)c3cccc4cccc(c34)C2=O)CC1 (stereo not drawn)	-5%[76.3 µM]

(more compounds)
entry	structure	GAA glycogen mod
11	COC(=O)c1ccccc1NC(=O)CCC(=O)N1CCOc2ccccc21	-7%[76.3 µM]
12	O=C(Nc1ccc(-n2cc(Br)cn2)cc1)c1ccncc1	13%[76.3 µM]
13	CC(C)Cn1cnc2c1c(=O)[nH]c(=O)n2Cc1ccccc1	-3%
14	O=C(CCNS(=O)(=O)c1ccccc1)Nc1ccccc1	3%[76.3 µM]
15	COc1ccccc1-c1cc2nc(C)c(CCC(=O)NCCc3cccc(C)c3)c(C)n2n1	11%[76.3 µM]
16	Cc1cc(C)c2oc(=O)cc(CN3CCN(Cc4ccccc4)CC3)c2c1	7%
17	CC1CCCC1/C(=N/O)c1ccccc1 (stereo not drawn)	0%
18	Cc1cc(=O)[nH]c(NCc2ccc(Cl)cc2)n1	-9%[76.3 µM]
19	CCCc1ccc(-c2ccc(C(=O)Oc3ccc(OCC)cc3)cc2)nc1	11%[76.3 µM]
20	CC(=O)c1ccc(Nc2cc(C)nc3nc(Cc4ccc(Cl)cc4)nn23)cc1	15%[76.3 µM]
21	CCN(C(=O)COC(=O)c1cc2c(s1)CCCCC2)C1CCS(=O)(=O)C1 (stereo not drawn)	1%[76.3 µM]
22	O=S1(=O)[C@H]2C[C@@H]3C=C[C@@]2(CN1Cc1cccc(C(F)(F)F)c1)O3	6%[76.3 µM]
23	O=C1CSC(c2ccccc2F)N1c1ccccc1F (stereo not drawn)	0%
24	CCN(CCCNC(=O)CNC(=O)c1nn(-c2ccc(OC)cc2OC)c(=O)c2ccccc12)c1cccc(C)c1	-7%
25	Cn1cc(C(=O)N2CCN(c3cccc(Cl)c3)CC2)c(=O)c2cc(S(=O)(=O)N3CCCC3)ccc21	17%[76.3 µM]
26	O=C(NC(=S)N1CCOCC1)c1ccc(F)cc1	-2%[76.3 µM]
27	N#C/C(=C\c1cn(CC(=O)O)c2ccccc12)C(=O)NCc1ccccc1	-7%[76.3 µM]
28	CCCCNC(=O)Cn1cnc2c(cnn2-c2ccc(C)cc2)c1=O	-1%[76.3 µM]
29	COC(=O)c1cn(C(=O)c2ccc(OC)c(OC)c2)c2ccccc12	-3%[76.3 µM]
30	O=C(Nc1ccccc1C(=O)N1CCN(CCO)CC1)c1cccc([N+](=O)[O-])c1	-10%[76.3 µM]
31	CC1(C)CN(C(=S)Nc2ccc(F)cc2F)C1=O	-1%
32	COc1ccccc1CNC(=O)c1oc2ccc(S(=O)(=O)N3CCOCC3)cc2c1C	-4%
33	CCc1ccccc1NC(=O)c1sc2nc3n(c(=O)c2c1C)CCC3	-13%[76.3 µM]
34	CCN(CC)CCN(C(=O)/C=C/c1cccs1)c1nc2ccc(C)cc2s1	-19%[76.3 µM]
35	C=C(c1ccccc1)c1ccc(N(C)C)cc1	-12%
36	Cc1cccc(N2CCN(c3ncnc4c3nc3n4CCCCC3)CC2C)c1 (stereo not drawn)	-20%[76.3 µM]
37	Cc1c2cnn(-c3ccccc3)c(=O)c2c(C)n1CC(=O)NCc1ccccc1Br	-14%[76.3 µM]
38	CCCc1cc(=O)oc2cc(OCC(=O)NCC3CCC(C(=O)O)CC3)ccc12 (stereo not drawn)	-6%[76.3 µM]
39	CSc1ncc(C(=O)Nc2ccccc2C(=O)c2ccccc2)c(C(F)(F)F)n1	-6%[76.3 µM]
40	CCCCC1CCC(C(=O)N2CC(=O)Nc3ccc(Br)cc3C2c2ccc(F)cc2)CC1 (stereo not drawn)	-20%[76.3 µM]
41	Clc1ccc2nc(-c3ccccc3)cn2c1	2%
42	Cc1ccc(S(=O)(=O)c2c(C)cc(C)[nH]c2=O)c(C)c1	1%
43	O=C1NC2=C(C(=O)CCC2)C(c2ccc(OC(F)F)cc2)N1 (stereo not drawn)	-1%
44	CCCN1CCc2c(sc(NC(=O)c3ccc(S(=O)(=O)N(C)c4ccccc4)cc3)c2C(N)=O)C1	3%[76.3 µM]
45	COc1ccc(Cc2nnc(NC(=O)Nc3ccccc3F)s2)cc1	-10%[76.3 µM]
46	O=C(Nc1nccs1)c1ccc(-c2ccccc2[N+](=O)[O-])o1	5%[76.3 µM]
47	Cc1ccccc1C(=O)Nc1cccc(OCc2cc(=O)n3c4c(sc3n2)CCCC4)c1	-5%[76.3 µM]
48	Cc1csc(C(=O)O)c1NC(=O)c1c(Cl)cccc1Cl	-6%
49	O=c1cc(CN2CCOCC2)c2cc(Cl)ccc2o1	3%
50	Cc1cc(S(=O)(=O)NCCCn2ccnc2)c(C)cc1Cl	7%[76.3 µM]

A second format for some results above:
no. | GAA glycogen mod | molecule
17 | 0% | CC1CCCC1/C(=N/O)c1ccccc1 (stereo not drawn)
30 | -10%[76.3 µM] | O=C(Nc1ccccc1C(=O)N1CCN(CCO)CC1)c1cccc([N+](=O)[O-])c1

The listing continues.
entry	structure	GAA glycogen mod
51	CCC(C)N(C(=O)c1csnn1)C(C(=O)NC1CCCC1)c1c(F)cccc1Cl (stereo not drawn)	0%[76.3 µM]
52	C[C@@H](CSc1ccccc1)CN1CC[C@H](NC(=O)OCc2ccccc2)CCC1=O	-13%[76.3 µM]
53	O=C(O)CN1C(=O)c2ccc(C(=O)c3ccccc3)cc2C1=O	0%
54	CCCCOc1ccccc1C1CC(=O)Nc2ccc3ccccc3c21 (stereo not drawn)	-12%[76.3 µM]
55	Cc1ccc(NC(=O)NNC(=O)c2cc3ccccc3cc2O)cc1	1%[76.3 µM]
56	O=C(CSc1nncn1-c1ccccc1)Nc1ccc(F)cc1F	-15%[76.3 µM]
57	CCc1ccc2oc(-c3ccc(NC(C)=O)cc3)nc2c1	-2%[76.3 µM]
58	COc1cc(-c2nc3sccn3c2Nc2cccc(C)c2)ccc1O	u
59	COc1ccc(-c2cn(-c3ccc(C)cc3)c(S(=O)(=O)CC(=O)Nc3ccccc3)n2)cc1	-10%[76.3 µM]
60	COc1ccccc1NC(=O)CCN1C(=O)C2C3CCC(C3)C2C1=O (stereo not drawn)	-9%[76.3 µM]
61	CCOc1ccc(N(C(C)C(=O)NCCSc2ccc(Cl)cc2)S(C)(=O)=O)cc1 (stereo not drawn)	-11%[76.3 µM]
62	CC1CCC(NC(=O)CCCn2sc3ccccc3c2=O)CC1 (stereo not drawn)	-2%[76.3 µM]
63	COc1ccc2nc(NC(=O)c3ccc([N+](=O)[O-])o3)sc2c1	-10%[76.3 µM]
64	COc1cc(C)ccc1OCCSc1nc2ccc(NC(=O)c3ccco3)cc2s1	-12%[76.3 µM]
65	COc1cc(NC(=O)C(C)C)ccc1NC(=O)c1cc2ccccc2o1	-3%[76.3 µM]
66	CCOC(OCC)c1cn(Cc2ccc3c(c2)C(=O)c2ccccc2C3=O)nn1	2%[76.3 µM]
67	CCOc1ccccc1N1CCN(C(=O)c2ccc(OCC(=O)N3CCOCC3)c(OC)c2)CC1	2%[76.3 µM]
68	CN1N=C(C(=O)N2CCCC(Nc3ccc(F)c(F)c3)C2)CCC1=O (stereo not drawn)	0%[76.3 µM]
69	O=C(c1cc2cc(F)ccc2[nH]1)N1CCN(c2cccc(Cl)c2)CC1	-1%
70	COc1cc(/C=C/[N+](=O)[O-])ccc1OC(=O)/C=C/c1ccc(F)cc1	-4%[76.3 µM]
71	CCN1C(=NCC(C)C)N[C@@H](CCc2ccccc2)[C@H](C(=O)NCC(C)C)[C@H]1C	15%&17%[76.3 µM]
72	CC(C)c1ccc(C2NC(=O)c3n[nH]c(-c4cccs4)c32)cc1 (stereo not drawn)	12%[76.3 µM]
73	Cc1ccccc1N1CCN(S(=O)(=O)c2nnc(NC(=O)c3ccco3)s2)CC1	0%[76.3 µM]
74	COc1ccc(N(CC(=O)Nc2ccccc2C(F)(F)F)C2=NC3CS(=O)(=O)CC3S2)cc1 (stereo not drawn)	0%[76.3 µM]
75	CN(CC(=O)Nc1c(Cl)cccc1Cl)C(=O)c1ccccc1SCC(=O)N1CCCC1	-10%[76.3 µM]
76	CC(NC(=O)c1ccc(CSc2nc3ccncc3n2Cc2ccc(F)cc2)cc1)c1ccccc1 (stereo not drawn)	u
77	COc1ccc(-n2nc(C(=O)NCC(=O)NCCCN3CCOCC3)c3ccccc3c2=O)cc1OC	0%
78	CCOc1ccc(S(=O)(=O)N(CC(=O)NCCSCc2ccccc2)c2ccccc2)cc1	21%[76.3 µM]
79	Cc1cccc(C(=O)Nc2nnc(Cc3ccccc3)s2)c1	-1%[76.3 µM]
80	Cc1ccc(NC2=C(c3ccc(C(F)(F)F)cc3)C(=O)c3ccccc32)cc1C	12%[76.3 µM]

Single entries from above:
entry 72 in GAA glycogen mod is entered as 12%[76.3 µM]
entry 73 in GAA glycogen mod is entered as 0%[76.3 µM]

The listing continues:
entry	structure	GAA glycogen mod
81	CCOc1ccccc1CNC(=O)c1cn(-c2ccc(OC)cc2)c(=O)c2ccccc12	-8%[76.3 µM]
82	COc1ccccc1/C=C/C(=O)N1CCc2cc(OC)c(OC)cc2C1C (stereo not drawn)	3%[76.3 µM]
83	CSc1ccccc1NC(=O)c1cc(S(=O)(=O)N(C)C)ccc1N1CCCC1	-2%[76.3 µM]
84	O=C(Nc1nc2c(s1)CCCC2)c1ccc(N2C(=O)CCC2=O)cc1	1%[76.3 µM]
85	CCc1ccc(C(O)(C(C)C)C(CN2CCOCC2)c2ccccc2)cc1 (stereo not drawn)	-3%
86	CCOC(=O)c1cnc2ccc(OCC)cc2c1Nc1cc(Cl)c(OC)cc1OC	-28%[76.3 µM]
87	O=C(OCCCOC(=O)c1cc[n+]([O-])cc1)c1cc[n+]([O-])cc1	-6%[76.3 µM]
88	CCc1ccc(OCCCCN(C)Cc2ccccc2)cc1	16%[76.3 µM]
89	Cc1sc2ncnc(N(C)C3CCCCC3)c2c1C	-1%
90	CC1CCCCN1S(=O)(=O)c1ccc(C(=O)Nc2nnc(-c3ccco3)o2)cc1 (stereo not drawn)	0%[76.3 µM]

In the list so far, these contain bromine.
entry	structure	GAA glycogen mod
12	O=C(Nc1ccc(-n2cc(Br)cn2)cc1)c1ccncc1	13%[76.3 µM]
37	Cc1c2cnn(-c3ccccc3)c(=O)c2c(C)n1CC(=O)NCc1ccccc1Br	-14%[76.3 µM]
40	CCCCC1CCC(C(=O)N2CC(=O)Nc3ccc(Br)cc3C2c2ccc(F)cc2)CC1 (stereo not drawn)	-20%[76.3 µM]

(next part)
entry	structure	GAA glycogen mod
91	Cc1ccc(NC(=O)COc2ccc3oc4c(c3c2)CCCC4)c(C)c1	-13%[76.3 µM]
92	CCN1C(=O)c2ccc(C(=O)Nc3cccc(C(=O)O)c3)cc2C1=O	4%
93	CC(NCc1ccccc1O)C12CC3CC(CC(C3)C1)C2 (stereo not drawn)	1%
94	Cc1[nH]c2c(Cl)cccc2c(=O)c1CN1CCCCCC1	-6%
95	Cc1ccc(C(=O)O)cc1-n1c(=O)n(Cc2ccccc2)c(=O)c2[nH]cnc21	2%
96	COc1ccc(NC(=O)c2cc(=O)[nH]c3ccccc23)cc1	3%
97	COc1cccc(NC(=O)Cn2c(=O)n(-c3ccc(Cl)cc3)c(=O)c3oc4ccccc4c32)c1	-7%[76.3 µM]
98	CCc1ccc(NS(=O)(=O)c2ccc3[nH]cc(C(=O)NC4CCCC4)c(=O)c3c2)cc1	-23%[76.3 µM]
99	NS(=O)(=O)c1ccc(CCNC(=O)C2COc3ccccc3O2)cc1 (stereo not drawn)	10%[76.3 µM]
100	CCCOc1ccc(CNC(=O)C2CCCN(c3nc4c(C)cc(C)cc4s3)C2)cc1 (stereo not drawn)	14%[76.3 µM]
101	O=C(CN1CCCCCC1)NC(c1ccccc1)c1ccccc1	-16%[3.05 µM]
102	COc1ccc(-n2c(SCC(=O)O)nc3sc4c(c3c2=O)CCCC4)cc1	9%
103	CCCCN(CC)CCCNC(=O)CS(=O)(=O)Cc1nc(-c2ccc(C)cc2)oc1C	11%[76.3 µM]
104	CN(Cc1ccccc1)C(=O)CCC1CCN(C(=O)c2ccccc2C(F)(F)F)CC1	3%[76.3 µM]
105	COc1ccc(NC(=O)c2ccco2)cc1NC(=O)COc1ccc(Cl)c(C)c1	13%[76.3 µM]
106	Clc1ccccc1OCCCCN1CCNCC1	-14%[76.3 µM]
107	O=C(CS(=O)(=O)c1ccccc1)Nc1ccc(Cl)cn1	1%[76.3 µM]
108	CCOC(=O)c1ccc(NC(=O)CC2Nc3cccc4cccc(c34)NC2=O)cc1 (stereo not drawn)	u
109	Cc1ccc(C)c(NC(=O)CCN2C(=O)c3ccccc3C2=O)c1	1%

This is a subset; count on the stated rates, not on these rows.
